TNAP act hiacc: TNAP (human) activation, high acceptor. 200,000 tested, under 10 active. activation factor at 20 µM. AID 1136. purified TNAP, CDP-star luminescence, 1 M DEA, 30 min; active compounds read high; 0 = EDTA background, 1 = DMSO-only activity;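 active = activation factor at least 2 at 20 µM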
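Test system – human TNAP · Doses – 20 µM single point · Incubation – 30 min, room temperature · Signal – luminescent substrate turnover signal · Read-out basis – activation factor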
G6PDH CS: counter-screen for G6PDH assay hits: L. mesenteroides G6PDH inhibition; Purified L. mesenteroides G6PDH, diaphorase/resazurin coupled fluorescence, 45 min; inhibition, % at 5 µM; 200,000 tested, 0.12% active; AID 1020; in the data active = inhibition above about 50%
FLuc act counter: firefly luciferase counter-screen for stimulation assays. activation factor at 10 µM. 200,000 tested, under 10 active. P08659. ATPlite luciferase biochemical, luminescence, 10 min; 0 = ATP-free wells, 1 = DMSO control. AID 1027;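 active = luciferase activation factor, scaled between plate controls, of at least 2 with compound at 10 µM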
Target sequence (P08659 whole entry, looked up): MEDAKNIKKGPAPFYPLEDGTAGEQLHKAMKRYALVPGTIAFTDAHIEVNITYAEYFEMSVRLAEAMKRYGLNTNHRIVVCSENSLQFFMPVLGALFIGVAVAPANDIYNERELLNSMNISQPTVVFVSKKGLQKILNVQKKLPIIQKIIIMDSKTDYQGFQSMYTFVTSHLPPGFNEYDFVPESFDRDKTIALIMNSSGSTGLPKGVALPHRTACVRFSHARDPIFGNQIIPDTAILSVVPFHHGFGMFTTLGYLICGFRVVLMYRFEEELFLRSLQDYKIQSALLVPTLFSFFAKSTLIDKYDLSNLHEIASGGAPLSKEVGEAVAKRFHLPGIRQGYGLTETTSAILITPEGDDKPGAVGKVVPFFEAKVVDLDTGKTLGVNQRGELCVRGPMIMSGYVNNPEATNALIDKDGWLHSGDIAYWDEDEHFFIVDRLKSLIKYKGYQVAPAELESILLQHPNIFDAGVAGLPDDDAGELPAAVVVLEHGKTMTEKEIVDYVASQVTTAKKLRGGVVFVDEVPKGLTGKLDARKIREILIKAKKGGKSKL
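System: cell-free luciferase reagent; medium: PBS as buffer for the ATP substrate; doses: test compounds dosed from 2 mM stocks in 100% DMSO; incubation: 10 min, room temperature; measured by: luminescence from luciferase reaction; read-out: luciferase activation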
Efa HMGR inh: inhibitors of class II HMG-CoA reductase from Enterococcus faecalis; inhibition, % at 10 µM; 190,000 tested, 0.41% active; purified E. faecalis HMGR, NADPH absorbance 340 nm kinetic; AID 1066;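 active = inhibition above a set limit, the median over all tested compounds plus 3 SD, cut at about 9.5% in these data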;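 also: enzyme runs in reverse so mevalonate oxidation gives rising NADPH absorbance; 0% = complete reaction with DMSO and 100% = background rate lacking mevalonate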
PMI act satM6P: activators of human phosphomannose isomerase at near-saturating mannose 6-phosphate; P34949; coupled PMI enzyme assay, resazurin fluorescence, 20 min; active compounds read high; 1 = untreated enzyme, 0 = substrate-free blank; activation factor at 20 µM; 190,000 tested, 0.34% active;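 active = activation factor of 2 or more at 20 µM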
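Test system: human PMI in coupled enzyme assay; Input: PMI at 15 ng/mL final; Medium: HEPES buffer, pH 7.4; Schedule: 20 min incubation at room temperature; Technique: resorufin fluorescence at Ex 544/Em 590 nm; Compound: 20 µM single dose; Probe or stimulus: Near-saturating mannose-6-phosphate, 1.0 mM.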
Diaph inh CS: counter-screen for diaphorase-based assays: diaphorase inhibitors and chemical oxidizers; diaphorase resazurin-to-resorufin fluorescence, NADH, 16 min; bacterial (C. kluyveri) enzyme, not human; inhibition, % at 20 µM; 190,000 tested, 0.69% active; AID 1217;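 active = primary screen inhibition at 20 µM above a set limit, cut at about 50% in these data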;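 also: plate controls were DMSO with full reaction for no effect and wells lacking NADH for full effect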
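controls = No-NADH positive control and DMSO neutral control | system = Clostridium kluyveri diaphorase enzyme | timing = reaction incubation of 16 min at room temperature | signal = resorufin fluorescence 544/590 nm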
TNAP inh noacc: TNAP (human) inhibition, acceptor-free conditions | P05186 | purified TNAP, CDP-star luminescence, 30 min | inhibition, % at 20 µM | 200,000 tested, 0.26% active | AID 1012;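 active = tissue-nonspecific alkaline phosphatase inhibition above about 50% at 20 µM in the single-dose screen, limit read from the data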;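 also: 0% = DMSO negative control and 100% = EDTA positive control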
PMI act: activators of human phosphomannose isomerase | P34949 | purified human PMI, coupled resazurin fluorescence, 20 min; active compounds read high; 1 = vehicle control, 0 substrate-free wells | activation factor at 20 µM | 190,000 tested, 0.005% active | AID 1214;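 active = activation factor of 2 or more at 20 µM, relative to plate controls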
TNAP inh hi DEA: TNAP (human) inhibition, high acceptor; P05186; purified TNAP, CDP-star luminescence, 1 M DEA; inhibition, % at 20 µM; 200,000 tested, 0.03% active; AID 1135;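 active = over 50% inhibition of tissue-nonspecific alkaline phosphatase at 20 µM in the single-dose screen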;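 also: plate controls were DMSO wells for no effect and EDTA-quenched wells as full inhibition for full effect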
Diaphorase act: activates diaphorase or chemically reduces, flagging diaphorase assay artifacts; Diaphorase/resazurin coupled assay, resorufin fluorescence, 16 min; active compounds read high; 1 = vehicle wells, 0 = NADH-free wells; activation factor at 20 µM; 190,000 tested, 0.005% active;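 active = diaphorase activity raised at least twofold by the compound at 20 µM; inactive = activation factor below 2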
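Material: purified diaphorase enzyme from Clostridium kluyveri / Medium: HEPES pH 7.4 buffer with MgCl2 and Tween 20 / Schedule: enzyme reaction of 16 min at room temperature / Measured by: resorufin fluorescence, excitation 544 nm, emission 590 nm / Evaluation: rise in resorufin formation, marking diaphorase activation or chemical reduction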
Starred values were filed as active, the others as inactive; / = not tested or not shown.

mol	TNAP act hiacc	G6PDH CS	FLuc act counter	Efa HMGR inh	PMI act satM6P	Diaph inh CS	TNAP inh noacc	PMI act	TNAP inh hi DEA	Diaphorase act
COc1cc(/C=C/C(=O)c2c(O)cc(C)oc2=O)cc(OC)c1O	0.8	10	1	3	0.8	18	12	0.7	24	0.8
O=C(CN1CCOCC1)Nc1ccccc1Cl	1	-6	1	-2	1	12	-13	1	-3	0.9
CC(C)Cc1cc(C(=O)NCCc2ccccc2)no1	1	8	0.9	-5	1.1	-3	-8	1.1	-4	1
COc1ccc(/C=C/C(=O)O/N=C(\N)c2ccccc2)cc1OC	1	-27	1	-4	1	8	-9	0.9	-4	0.9
COc1ccc2oc(C(F)(F)C(F)(F)F)cc(=O)c2c1	1	4	1.1	-5	1	12	-12	0.9	-3	0.9
CCOC(=O)c1c[nH]c2nc(C)ccc2c1=O	1	3	1	0	1	5	-14	1	0	0.9
COCC(C)NC(=O)NC(=O)c1ccc(Cl)cc1 (configuration not stated)	1.1	-26	1	4	1	8	-14	1	-5	0.9
Cc1[nH]c2ccccc2c1SCC(=O)NC1CCCCC1	1.1	-2	1.1	-2	0.9	8	-10	1	-6	0.9
CC(C)CCNC(=O)c1sc2ccc(S(=O)(=O)N3CCCCC3)cc2c1N	1	17	1	-1	0.8	26	-6	0.7	-4	0.7
COCC1CCCCN1Cc1cn[nH]c1-c1ccc2cc(OC)ccc2c1 (configuration not stated)	1	10	1.1	-3	0.9	18	-1	0.9	-1	0.8
Cc1ccc(NC(=O)Cn2c(=S)[nH]c3ccccc32)cc1	1	1	1	3	0.9	5	-16	0.7	0	0.9
COc1ccc(N2C(=O)NC3CC2(C)Oc2ccc(Br)cc23)cc1OC (configuration not stated)	1.1	-13	1.1	0	0.9	16	-4	0.9	-9	0.8
Cc1ccc(OCc2nnc(NC(=O)OCC(C)C)s2)c(C)c1	1	-2	1.1	-3	1	-11	-6	1	-3	1.1
Cc1ccc(C(=O)N2CCN(S(=O)(=O)c3ccccc3[N+](=O)[O-])C2)cc1	1	-1	1	-3	1	11	-16	1.1	-4	0.9
O=c1[nH]nc(CNc2ccc(Cl)cc2Cl)c2ccccc12	1	-2	1	-6	1.2	-16	-8	1.1	-3	1.2
CS(=O)(=O)N(CC(=O)Nc1ccc2c(c1)OCCO2)Cc1ccccc1	1	9	1	-2	0.9	10	-11	0.8	-4	0.9
Cc1cc2c(c(C)nn2-c2ccccc2)c(=O)o1	1.1	2	1.1	0	1	9	-12	1	-8	0.9
Cc1ccc(-c2csc(C3C(N)=NC(S)=C(C#N)C34CCCCC4)n2)cc1 (configuration not stated)	1	-6	1.1	2	0.9	26	-2	0.9	-5	0.7
Cn1c(=O)c2ncn(CC(=O)Nc3cccc(-c4nc5ccccc5s4)c3)c2n(C)c1=O	1	-2	0.6	7	1	2	-6	0.9	-2	1
S=c1[nH]nc(C2CCCCC2)n1/N=C/c1ccco1	1	2	1	-5	1	19	-3	1	-3	0.8
CCOP(=O)(c1ccc(N(C)C)cc1)C(O)c1ccccc1 (configuration not stated)	1	10	1.1	4	1.1	-1	1	1.1	-3	1
COC(=O)c1c(NC(=O)c2ccc(C)c(S(=O)(=O)Nc3ccccc3C)c2)sc2c1CCCC2	1	-1	1.1	-8	0.9	14	-7	0.9	-1	0.9
CCN(CC)C(=O)c1oc2ccc(S(=O)(=O)N3CCCCCC3)cc2c1C	1	-1	1	-6	1	13	-5	0.9	1	0.9
COc1cccc(-c2noc(CCC(=O)NCC3CCCO3)n2)c1 (configuration not stated)	1	14	1	1	0.9	10	-12	1	-4	0.9
CCc1cc(C(=O)OC)c(NC(=O)CCC(=O)O)s1	1	2	1	4	1	-2	-7	1	-4	1
Cc1oc2cc(O)ccc2c(=O)c1Oc1ccccc1	1	0	1	-1	1	5	-8	0.9	-4	1
O=c1[nH]cnc2c1N1CCC2CC1	0.9	-2	1	0	1	11	-2	1.1	6	0.9
O=C(O)C(c1ccccc1)N1CCCCC1 (configuration not stated)	1	3	1	-4	1	2	-6	1	-2	1
Cc1cccc(C)c1NC(=S)N(c1ccccc1)C(C)C	1	3	1.1	1	1.1	8	-16	0.9	-4	0.9
CCNC(=S)N1CCN(S(=O)(=O)c2ccc(C)c(C)c2)CC1	1	2	1	-4	1	9	-10	1	-2	0.9
CC1CCN(CCc2nc3cc(NC(=O)Nc4ccccc4)ccc3n2C)CC1	1.1	4	0.9	-5	0.9	2	-6	0.9	-6	1
Cc1nc(C(=O)N(C)C)nn1-c1cc(Cl)cc(Cl)c1	1	7	1	-6	1	10	-3	0.9	-2	0.9
O=c1c2cccnc2n(-c2ccccc2)n1Cc1ccc(Cl)cc1	1	3	1.1	-2	0.9	9	-5	0.9	-4	0.9
CCSc1nc(O)c(Cc2ccccc2)c(=O)[nH]1	1.1	3	1.1	-5	1	16	-12	0.9	-6	0.8
Cc1cccc(NC(=O)COC(=O)c2ccccc2-c2nc3ccccc3s2)c1C	1	-22	1	-5	0.9	17	-3	0.9	0	0.8
COc1ccc(N2CCN(C(CNC(=O)c3cccc(Cl)c3)c3cccnc3)CC2)cc1 (configuration not stated)	1	3	1	-3	0.9	10	-6	0.9	-3	0.9

(listing goes on)
Molecule,TNAP act hiacc,G6PDH CS,FLuc act counter,Efa HMGR inh,PMI act satM6P,Diaph inh CS,TNAP inh noacc,PMI act,TNAP inh hi DEA,Diaphorase act
Cn1ccnc1SCC(=O)Nc1cccc(S(=O)(=O)N2CCCCCC2)c1,1,14,1,-11,1.1,2,-8,1,-3,1
O=S(=O)(c1cccc(NC(=S)N2CCN(c3ccccc3F)CC2)c1)C(F)F,0.9,-7,1,0,1,16,-5,0.9,6,0.8
O=C(O)/C(=C\c1ccc(Br)cc1)c1ccc(S(=O)(=O)N2CCCCC2)s1,1,-4,1,-9,1,21,7,0.9,2,0.8
O=C(CCN1CCOCC1)c1ccc2c(c1)OCCO2,1,7,1.1,-1,0.7,8,-9,0.7,0,0.9
Cc1ccc(OCC(=O)Nc2ccc(CN3CCCCC3)cc2)c(C)c1,1,9,1,-6,0.9,-4,-8,0.9,-3,1
COC(=O)c1ccc(CSc2nc3ccccc3o2)cc1,1,-2,0.7,1,0.9,12,-11,0.9,-3,0.9
CS(=O)(=O)c1nc(-c2ccccc2)cc(C(F)(F)F)n1,1,8,1.1,-5,1.4,6,-4,1.4,0,0.9
CCc1c(C(=O)NCCc2ccc(OC)c(OC)c2)[nH]c(C)c1C(C)=O,1,-19,1.1,-5,0.9,8,-7,1,-3,0.9
CCN1CCN(c2ccc(NC(=O)Cc3ccccc3)cc2)CC1,1,1,1,-4,1,-2,-7,0.9,-1,1
O=C(NCCNc1ccc([N+](=O)[O-])cc1)c1cccc2c(Br)cccc12,1,-1,1,1,1,18,-2,1,2,0.8
COc1cccc(C2/C(=C(\O)c3c(C)nc4c(C)cccn34)C(=O)C(=O)N2CCCN(C)C)c1 (configuration not stated),1.1,2,1,/,1,-1,-11,1.1,-6,1
Cc1cc(C)nc(NC(=O)c2cccc([N+](=O)[O-])c2C)n1,1,7,1,-5,1,-8,-11,1,-4,1.1
Cc1cc(C)nc(N2N=C(C(C)(C)C)CC2=O)n1,1,3,1.1,-8,1.1,-1,-15,1.1,-1,1
COc1ccc(C2N(c3ccc(F)cc3)C(=O)C3CCCN32)cc1 (configuration not stated),1.1,0,1,-1,1.1,-7,-25,1,-5,1.1

Grouped by structure, the entries above containing bromine.
Molecule,TNAP act hiacc,G6PDH CS,FLuc act counter,Efa HMGR inh,PMI act satM6P,Diaph inh CS,TNAP inh noacc,PMI act,TNAP inh hi DEA,Diaphorase act
COc1ccc(N2C(=O)NC3CC2(C)Oc2ccc(Br)cc23)cc1OC (configuration not stated),1.1,-13,1.1,0,0.9,16,-4,0.9,-9,0.8
O=C(O)/C(=C\c1ccc(Br)cc1)c1ccc(S(=O)(=O)N2CCCCC2)s1,1,-4,1,-9,1,21,7,0.9,2,0.8
O=C(NCCNc1ccc([N+](=O)[O-])cc1)c1cccc2c(Br)cccc12,1,-1,1,1,1,18,-2,1,2,0.8
